NSD2 inh – blocks human NSD2 histone methyltransferase activity; inhibition, % at 12.5 µM; actives 0.07% (n = 44,000); NSD2-SET H3K36me1 DELFIA fluorescence, biochemical; AID 624260; O96028; in the data active means inhibition above about 54%, passing the limit was not always enough; inconclusive means no clear call, values can overlap the other calls;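 further: inhibitors reduce the monomethyl H3K36 fluorescence signal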
The depositor's hits bear a star; i = inactive; u = inconclusive.

SMILES	NSD2 inh
C[C@@H]1CN([C@@H](C)CO)C(=O)c2cc(NC(=O)C3CC3)ccc2O[C@@H]1CN(C)S(=O)(=O)c1ccc(Cl)cc1	0.0
CC(C)CC#Cc1cnc2c(c1)C(=O)N([C@@H](C)CO)C[C@@H](C)[C@H](CN(C)C(=O)c1cnccn1)O2	5.4
CNC[C@@H]1OCCCC[C@@H](C)Oc2ccc(NC(=O)Nc3cccc4ccccc34)cc2C(=O)N([C@@H](C)CO)C[C@H]1C	4.7
CC(C)NC(=O)N(C)C[C@@H]1Oc2ccc(NS(=O)(=O)c3cccs3)cc2C(=O)N([C@@H](C)CO)C[C@@H]1C	-4.8
COc1ccc(S(=O)(=O)N(C)C[C@H]2Oc3ccc(N(C)C)cc3C(=O)N([C@@H](C)CO)C[C@H]2C)cc1	12.7
C[C@H]1CN([C@@H](C)CO)S(=O)(=O)c2ccc(C#CC3CC3)cc2O[C@H]1CN(C)Cc1ccc(F)cc1	-2.7
C[C@H](CO)N1C[C@H](C)[C@@H](CN(C)Cc2ccc(Cl)c(Cl)c2)Oc2ccc(NC(=O)NC3CCCCC3)cc2C1=O	-1.9
C[C@H](CO)N1C[C@H](C)[C@@H](CN(C)Cc2ccc3cccnc3c2)OCc2cnnn2CCCC1=O	-1.1
C[C@@H]1CN([C@H](C)CO)C(=O)c2cccc(NS(=O)(=O)c3cn(C)cn3)c2O[C@@H]1CN(C)S(=O)(=O)c1ccc(Cl)cc1	18.3
COc1ccccc1C#Cc1ccc2c(c1)O[C@@H](CN(C)Cc1cccnc1)[C@@H](C)CN([C@@H](C)CO)S2(=O)=O	12.6
C[C@H](CO)N1C[C@H](C)[C@H](CN(C)CC2CC2)Oc2ccc(NC(=O)Cc3ccccc3)cc2CC1=O	-0.1
COCC(=O)N(C)C[C@@H]1Oc2ncc(-c3ccc(C#N)cc3)cc2C(=O)N([C@@H](C)CO)C[C@@H]1C	9.4
CC(C)C#Cc1ccc2c(c1)O[C@@H](CN(C)Cc1cncnc1)[C@@H](C)CN([C@H](C)CO)S2(=O)=O	-1.1
COCC#Cc1cnc2c(c1)C(=O)N([C@H](C)CO)C[C@H](C)[C@H](CN(C)C(=O)c1cnccn1)O2	6.4
CC(C)NC(=O)N(C)C[C@@H]1OCCCC[C@H](C)Oc2ccc(NC(=O)c3ccncc3)cc2C(=O)N([C@@H](C)CO)C[C@H]1C	3.8
C[C@@H]1CN([C@H](C)CO)C(=O)c2cc(NC(=O)Cc3ccccc3)ccc2O[C@@H](C)CCCCO[C@H]1CN(C)Cc1ccccc1	23.1
C[C@H](CO)N1C[C@H](C)[C@H](CN(C)Cc2ccc(C(=O)Nc3ccccc3N)cc2)Oc2ccc(NS(C)(=O)=O)cc2C1=O	-3.7
O=C(Cc1ccc(O)cc1)OC1[C@@H](O)[C@@H](O)C(OC(=O)Cc2ccc(O)cc2)[C@H](O)[C@@H]1O (stereo not given in full)	4.1
C[C@@H]1CN([C@H](C)CO)S(=O)(=O)c2ccc(-c3ccc(F)cc3)cc2O[C@H]1CN(C)S(C)(=O)=O	-5.1
C[C@H]1CN([C@@H](C)CO)C(=O)c2cc(-c3ccc(F)cc3)cnc2O[C@@H]1CN(C)C(=O)c1ccc(F)cc1	0.1
O=C(C1=C[C@H](c2coc3ccccc3c2=O)C[C@H](OCCCCO)O1)N1CCN(Cc2ccc3c(c2)OCO3)CC1	0.1
COc1ccc(S(=O)(=O)N[C@@H]2C=C[C@H](CC(=O)N3CCc4ccccc4C3)O[C@@H]2CO)cc1	-5.4
C[C@H]1CN([C@@H](C)CO)C(=O)Cc2cc(NC(=O)Nc3ccc4c(c3)OCO4)ccc2O[C@H]1CN(C)CC1CC1	-4.6
CC(=O)N(C)C[C@H]1Oc2ncc(-c3ccccc3C)cc2C(=O)N([C@@H](C)CO)C[C@@H]1C	-4.3
C[C@@H]1CN([C@@H](C)CO)C(=O)c2cc(C3=CCCC3)cnc2O[C@H]1CN(C)Cc1ccccn1	7.2

Two entries drawn at random from those above, as already listed:
SMILES	NSD2 inh
O=C(C1=C[C@H](c2coc3ccccc3c2=O)C[C@H](OCCCCO)O1)N1CCN(Cc2ccc3c(c2)OCO3)CC1	0.1
C[C@H]1CN([C@@H](C)CO)S(=O)(=O)c2ccc(C#CC3CC3)cc2O[C@H]1CN(C)Cc1ccc(F)cc1	-2.7

Other compounds:
SMILES	NSD2 inh
O=c1c(-c2ccc(O)cc2)coc2cc(O)ccc12	-3.2
C[C@H](CO)N1C[C@H](C)[C@@H](CN(C)Cc2ccc(C(=O)Nc3ccccc3N)cc2)Oc2ccc(NC(=O)Nc3cccc4ccccc34)cc2C1=O	-1.0
COc1cc(O)c2c(=O)c(OC)c(-c3cc(O)c(OC)c(OC)c3)oc2c1	4.7
C[C@H](CO)N1C[C@H](C)[C@H](CN(C)S(=O)(=O)c2cccs2)Oc2ccc(NS(C)(=O)=O)cc2C1=O	1.9
C[C@@H]1CCCCO[C@H](CN(C)S(=O)(=O)c2ccccc2)[C@H](C)CN([C@H](C)CO)C(=O)c2cc(N(C)C)ccc2O1	2.0
C[C@@H]1CCCCO[C@H](CN(C)C(=O)c2ccccc2)[C@@H](C)CN([C@@H](C)CO)C(=O)c2cc(NS(C)(=O)=O)ccc2O1	-6.8
C[C@@H]1CN([C@@H](C)CO)C(=O)c2cc(C#Cc3ccccc3F)cnc2O[C@@H]1CN(C)C(=O)Cc1cccnc1	8.6
C[C@@H]1CN([C@@H](C)CO)S(=O)(=O)c2ccc(C#Cc3cccc(F)c3)cc2O[C@H]1CN(C)S(=O)(=O)c1ccccc1F	-15.9
C[C@@H]1CCCCO[C@H](CN(C)S(=O)(=O)c2cn(C)cn2)[C@H](C)CN([C@@H](C)CO)C(=O)c2cc(NC(=O)c3ccncc3)ccc2O1	2.9
C[C@@H]1CCCCO[C@H](CN(C)Cc2ccc(C(=O)O)cc2)[C@H](C)CN([C@@H](C)CO)C(=O)c2cc(NC(=O)Nc3ccc(C(F)(F)F)cc3)ccc2O1	-4.5
C[C@@H]1CN([C@@H](C)CO)C(=O)c2cccc(NC(=O)Nc3ccc(C(F)(F)F)cc3)c2O[C@@H]1CN(C)C	0.5
C[C@@H]1CN([C@H](C)CO)C(=O)c2cc(/C=C/c3ccccc3)cnc2O[C@@H]1CN(C)C(=O)c1ccc2c(c1)OCO2	-3.9
COc1ccc(NC(=O)N(C)C[C@@H]2Oc3ccc(NC(=O)CCC(F)(F)F)cc3CC(=O)N([C@@H](C)CO)C[C@H]2C)cc1	-1.2
C[C@H](CO)N1C[C@H](C)[C@@H](CN(C)S(=O)(=O)c2ccc(Cl)cc2)Oc2ccc(NC(=O)NC3CCCCC3)cc2C1=O	u
COc1ccc(S(=O)(=O)N(C)C[C@H]2Oc3ccc(NC(=O)CCN4CCOCC4)cc3C(=O)N([C@H](C)CO)C[C@H]2C)cc1	2.5
C[C@@H](O)C#Cc1ccc2c(c1)O[C@H](CN(C)C(=O)CN(C)C)[C@@H](C)CN([C@@H](C)CO)S2(=O)=O	10.4
C[C@@H]1CN([C@H](C)CO)C(=O)c2cc(NS(=O)(=O)c3cccs3)ccc2O[C@H]1CN(C)C(=O)Nc1ccc2c(c1)OCO2	-1.5
COc1ccc(NC(=O)N(C)C[C@H]2Oc3c(cccc3N(C)C)C(=O)N([C@@H](C)CO)C[C@@H]2C)cc1	0.1
Cc1c(C(=O)N(C)C2CCCCC2)sc2nc3ccc(N)cc3n12	11.6
Cc1ccc(S(=O)(=O)N(C)C[C@@H]2Oc3ncc(C#CC4(O)CCCC4)cc3C(=O)N([C@H](C)CO)C[C@@H]2C)cc1	-7.6
C[C@@H]1CN([C@H](C)CO)C(=O)c2cc(NC(=O)Nc3ccc4c(c3)OCO4)ccc2O[C@H]1CN(C)CC1CCCCC1	-6.5
Cc1noc(C)c1S(=O)(=O)N(C)C[C@@H]1Oc2ccc(NC(=O)Cn3cnnn3)cc2CC(=O)N([C@H](C)CO)C[C@H]1C	11.3
C[C@@H]1CC[C@@]23CCC4(C)[C@@](C=CC5[C@@]6(C)CC[C@H](O)C(C)(C)C6CC[C@]54C)(OC2=O)C3[C@H]1C (stereo not given in full)	4.0
Cc1noc(C)c1S(=O)(=O)N(C)C[C@H]1Oc2ccc(NC(=O)Cc3ccccc3)cc2CC(=O)N([C@@H](C)CO)C[C@@H]1C	i
C[C@H](CO)N1C[C@H](C)[C@H](CN(C)C)Oc2cc(C#Cc3cccnc3)ccc2S1(=O)=O	3.5
Additional compounds follow.
SMILES	NSD2 inh
COc1ccc(S(=O)(=O)N(C)C[C@@H]2Oc3cc(-c4ccccc4OC)ccc3S(=O)(=O)N([C@@H](C)CO)C[C@@H]2C)cc1	-0.6
C[C@H]1CN([C@@H](C)CO)C(=O)Cc2cc(NS(=O)(=O)c3ccccc3)ccc2O[C@@H]1CN(C)Cc1ccc(-c2ccccc2)cc1	-9.4
Cc1noc(C)c1S(=O)(=O)Nc1ccc2c(c1)CC(=O)N([C@H](C)CO)C[C@H](C)[C@H](CN(C)Cc1ccc(C(=O)Nc3ccccc3N)cc1)O2	-7.8
O=C(C[C@@H]1C=C[C@@H](NC(=O)CCN2CCCCC2)[C@H](CO)O1)NCc1ccc(Cl)c(Cl)c1	1.6
C[C@H](CO)N1C[C@H](C)[C@@H](CN(C)S(=O)(=O)c2ccc(F)cc2)Oc2c(NC(=O)c3ccc(-c4nccs4)cc3)cccc2C1=O	6.9
C[C@@H]1CN([C@@H](C)CO)C(=O)c2cccc(NS(=O)(=O)c3ccc(Cl)cc3)c2O[C@@H]1CN(C)C(=O)Nc1cccc2ccccc12	-6.1
C[C@H]1CCCCO[C@H](CN(C)C(=O)C2CCCCC2)[C@@H](C)CN([C@@H](C)CO)C(=O)c2cc(NC(=O)c3ccccc3)ccc2O1	-2.4
C[C@H](CO)N1C[C@H](C)[C@@H](CN(C)C)Oc2ccc(NC(=O)Cc3ccccc3)cc2C1=O	3.5
C[C@H]1CN([C@@H](C)CO)C(=O)c2cccc(NS(C)(=O)=O)c2O[C@H]1CN(C)S(C)(=O)=O	1.3
Cc1noc(C)c1NC(=O)N(C)C[C@@H]1Oc2c(NC(=O)NC3CCCCC3)cccc2C(=O)N([C@@H](C)CO)C[C@H]1C	-2.5
COC(=O)C[C@H]1C=C[C@@H](NS(=O)(=O)c2ccccc2F)[C@H](CO)O1	1.7
Cc1noc(C)c1S(=O)(=O)N(C)C[C@@H]1Oc2ccc(NC(=O)Nc3ccc(F)cc3)cc2CC(=O)N([C@H](C)CO)C[C@H]1C	-9.3
CC(C)NC(=O)N(C)C[C@H]1OCCCC[C@@H](C)Oc2ccc(NS(=O)(=O)c3cn(C)cn3)cc2C(=O)N([C@@H](C)CO)C[C@@H]1C	4.5
C[C@H](CO)N1C[C@H](C)[C@@H](CN(C)Cc2cncnc2)Oc2ncc(C#C[C@@H](C)O)cc2C1=O	1.2
Cc1ccc(S(=O)(=O)N(C)C[C@H]2Oc3cc(Br)ccc3S(=O)(=O)N([C@H](C)CO)C[C@@H]2C)cc1	3.1
CC(C)NC(=O)N(C)C[C@H]1Oc2cc(C#Cc3cccc(F)c3)ccc2S(=O)(=O)N([C@H](C)CO)C[C@@H]1C	-3.0
COc1ccc(NC(=O)Nc2ccc3c(c2)[C@@H]2C[C@H](CC(=O)NCc4ccc5c(c4)OCO5)O[C@@H](CO)[C@@H]2O3)cc1	10.4
C/C=C/c1ccc2c(c1)O[C@H](CN(C)C(=O)Cc1cccnc1)[C@@H](C)CN([C@H](C)CO)S2(=O)=O	5.4
C[C@@H]1CN([C@H](C)CO)S(=O)(=O)c2ccc(-c3cncnc3)cc2O[C@H]1CN(C)C	7.4
C[C@@H]1CCCCO[C@H](CN(C)C(=O)c2ccncc2)[C@H](C)CN([C@@H](C)CO)C(=O)c2cc(NS(=O)(=O)c3ccc(F)cc3)ccc2O1	-1.5
C[C@@H]1CN([C@@H](C)CO)S(=O)(=O)c2ccc(Br)cc2O[C@@H]1CN(C)Cc1cccnc1	-0.1
C[C@@H]1CN([C@H](C)CO)S(=O)(=O)c2ccc(-c3cncnc3)cc2O[C@@H]1CN(C)Cc1ccncc1	1.4
C/C=C/c1cnc2c(c1)C(=O)N([C@@H](C)CO)C[C@@H](C)[C@@H](CN(C)C(=O)NCCC)O2	-0.9
COc1ccccc1S(=O)(=O)N(C)C[C@H]1Oc2cc(/C=C/c3ccccc3)ccc2S(=O)(=O)N([C@H](C)CO)C[C@@H]1C	13.1
COc1ccc(S(=O)(=O)N(C)C[C@H]2Oc3c(NC(=O)c4cc(C)nn4C)cccc3C(=O)N([C@@H](C)CO)C[C@H]2C)cc1	7.6
C[C@@H]1CN([C@H](C)CO)C(=O)c2cc(-c3cncnc3)cnc2O[C@H]1CN(C)C(=O)Nc1ccc2c(c1)OCO2	2.9
C=CCNC(=O)[C@H]1[C@@H]2C(=O)O[C@@H](c3ccccc3)[C@@H](c3ccccc3)N2[C@@H](c2ccc(O)cc2)[C@]12C(=O)Nc1ccc(C#CCCO)cc12	0.1

Six compounds out of the list above, sorted by their value in NSD2 inh, largest number first.
SMILES,NSD2 inh
C/C=C/c1ccc2c(c1)O[C@H](CN(C)C(=O)Cc1cccnc1)[C@@H](C)CN([C@H](C)CO)S2(=O)=O,5.4
O=C(C[C@@H]1C=C[C@@H](NC(=O)CCN2CCCCC2)[C@H](CO)O1)NCc1ccc(Cl)c(Cl)c1,1.6
O=C(C1=C[C@H](c2coc3ccccc3c2=O)C[C@H](OCCCCO)O1)N1CCN(Cc2ccc3c(c2)OCO3)CC1,0.1
C[C@H](CO)N1C[C@H](C)[C@@H](CN(C)Cc2ccc3cccnc3c2)OCc2cnnn2CCCC1=O,-1.1
C[C@@H]1CCCCO[C@H](CN(C)C(=O)c2ccncc2)[C@H](C)CN([C@@H](C)CO)C(=O)c2cc(NS(=O)(=O)c3ccc(F)cc3)ccc2O1,-1.5
C[C@H]1CN([C@@H](C)CO)C(=O)Cc2cc(NS(=O)(=O)c3ccccc3)ccc2O[C@@H]1CN(C)Cc1ccc(-c2ccccc2)cc1,-9.4

This is a subset (hit frequency here may not be typical).
